NCI-60 one-dose screen, 48 h, at 10 µM unless noted. Numbers give growth in % (100 = growth as untreated, 0 = no growth, -100 = all killed).
MDA-MB-435 – MDA-MB-435 melanoma | 82,000 compounds, 7.8% hits | AID 1794794
HOP-62 – HOP-62 NSCLC; 80,000 compounds, 3.9% hits; AID 1794735
SR – SR leukemia cells; 73,000 compounds, 8.7% hits
CCRF-CEM – CCRF-CEM leukemia; 77,000 compounds, 7% hits; AID 1794778
K-562 – K-562 leukemia; AID 1794777; 78,000 compounds, 7.4% hits
MDA-MB-468 – MDA-MB-468 breast cancer | AID 2202374 | 78,000 compounds, 8.5% hits
MOLT-4 – MOLT-4 leukemia cells | 80,000 compounds, 6.9% hits
RPMI-8226 – RPMI-8226 leukemia cells | 77,000 compounds, 7.5% hits | AID 1794781
Numbers without * were called inactive; / = not tested or not shown; & = joins results of further samples; [ ] = another dose, or the depositor's remark. Rule for the calls: active = growth percent below 10; inactive = the rest.

canonical_smiles | MDA-MB-435 | HOP-62 | SR | CCRF-CEM | K-562 | MDA-MB-468 | MOLT-4 | RPMI-8226
COc1cc(C2CC(c3cc(OC)c(OC)c(OC)c3)=Nc3c(N)nc(N)nc3N2)ccc1Oc1nc(NCCO)nc(N2CCOCC2)n1 (centres undefined) | 100 | 90 | 93 | 102 | 91 | 81 | 97 | 96
CCN(CC)c1ccc2c(c1)Oc1nc(N)c(C#N)c(N)c1C2Sc1ccc(F)cc1 (centres undefined) | -18* | -15* | -9.1* | -23* | 2.3* | -70* | -13* | -26*
Nc1n[nH]c2cccc(C#Cc3cccc(C(=O)Nc4ccc(Cl)c(C(F)(F)F)c4)c3)c12 | 43 | 67 | 56 | 36 | 6.2* | 74 | 31 | 53
NC1=NC(c2ccccc2O)c2sc3ccc(Cl)cc3c2N1 (centres undefined) | 98 | 91 | 90 | 108 | 102 | 114 | 100 | /
Cc1ccn(C)c(=N)c1 | 103 | 99 | 92 | 94 | 91 | 95 | / | 89
COc1ccc(NC(=O)Cn2nncc2COc2ccc3ccccc3c2C=O)cc1 | 106 | 99 | 93 | 110 | 100 | 95 | 96 | 107
CCCOS(=O)(=O)c1ccc(C)cc1 | 94 | 95 | / | 115 | 90 | 84 | 91 | 101
O=C(Cc1c[nH]c2ccccc12)N=Nc1c(O)[nH]c2ccc([N+](=O)[O-])cc12 | 101 | 94 | 103 | 97 | 86 | 99 | 98 | /
COc1ccc2nc3ccccc3c(NCc3ccccc3)c2c1 | 34 | 34 | 4.3* | 33 | 5.8* | -9.9* | 8.0* | -31*
Cc1c(-c2cnc3ccc(F)cc3c2C(=O)O)nnn1-c1ccc(Cl)cc1 | 109 | 90 | 103 | 84 | 92 | 94 | 98 | 97
CC(=O)C[n+]1cccc2c3ccccc3ccc21 | 85 | 109 | 66 | 65 | 69 | 8.5* | 54 | 64
CCOC(=O)/C(OCC)=C(\C#N)c1ccccc1 | 102 | 111 | 113 | 96 | 113 | 110 | 104 | 107

Whole records, looked up by structure.
CCOC(=O)/C(OCC)=C(\C#N)c1ccccc1 across the screens: MDA-MB-435 = 102; HOP-62 = 111; SR = 113; CCRF-CEM = 96; K-562 = 113; MDA-MB-468 = 110; MOLT-4 = 104; RPMI-8226 = 107
CCCOS(=O)(=O)c1ccc(C)cc1 across the screens: MDA-MB-435 = 94; HOP-62 = 95; SR = /; CCRF-CEM = 115; K-562 = 90; MDA-MB-468 = 84; MOLT-4 = 91; RPMI-8226 = 101

(next part)
canonical_smiles | MDA-MB-435 | HOP-62 | SR | CCRF-CEM | K-562 | MDA-MB-468 | MOLT-4 | RPMI-8226
Cc1ccc(Oc2no[n+]([O-])c2-c2ccccc2)cn1 | 75 | 87 | 103 | 99 | 99 | 88 | 54 | 88
S=C(Nc1ccccc1)c1ccccn1 | 103 | 75 | 56 | 38 | 100 | 101 | 80 | 57
CN1C[C@H](C2CCCCC2)C(C(=O)C2CCCCC2)[C@]12C(=O)NC1CCCCC12 (some centres undefined) | 95[20 µM] | 98[20 µM] | 87[20 µM] | 95[20 µM] | 87[20 µM] | 88[20 µM] | 72[20 µM] | 81[20 µM]
COc1ccc(C2CC(c3cccs3)=NN2c2ccc(S(N)(=O)=O)cc2)cc1 (centres undefined) | 82 | 98 | 83 | 76 | 68 | 8.5* | 71 | 61
Cc1cccc(C(=O)N(C(=O)c2cccc(C)c2)N(C)C)c1 | 97 | 97 | 102 | 82 | 87 | 108 | 100 | 95
CN(C)CCNC(=O)n1cc(-c2ccncc2)c(-c2cc(O)cc(Cl)c2)n1 | 51 | 98 | 30 | 88 | 75 | 84 | 86 | /
O=C1NC(=O)C(=Cc2ccc(OCC(=O)N3CCCCC3)cc2)C(=O)N1 | 103 | 110 | 89 | 96 | 100 | 103 | 106 | 122
O=CNNC=O | 107 | 103 | 82 | / | 79 | 101 | 86 | 100
CCN1CCN(C(=O)CC[C@@H](C)[C@H]2CC[C@H]3[C@@H]4CC[C@@H]5/C(=C\c6ccco6)C(=O)/C(=C\c6ccco6)C[C@]5(C)[C@H]4CC[C@]23C)CC1 | 101 | 106 | / | 98 | 83 | 83 | 85 | 83
CC(=O)NC(O)C(Cl)Cl (centres undefined) | 103 | 96 | 97 | 99 | 84 | 106 | 104 | 96
C/C=C/C(=O)OC(C)CCC(CC)CCCC (centres undefined) | 102 | 99 | 101 | 16 | 123 | 114 | 104 | 100
Cc1ccc2c(c1)C13C(=C2c2ccccc2)CCCN1C(=O)c1ccccc13 (centres undefined) | 79 | 101 | 73 | 91 | 78 | 72 | 82 | 92

Remaining list, next part.
canonical_smiles | MDA-MB-435 | HOP-62 | SR | CCRF-CEM | K-562 | MDA-MB-468 | MOLT-4 | RPMI-8226
CN(C)c1ccc(/C=C2\C=C(c3nc4ccccc4s3)OC2=O)cc1 | 100 | 92 | 97 | 99 | 84 | 80 | 95 | 72
O=S(=O)(Oc1ccc(-c2ccc3occc3c2)cc1)c1ccccc1 | 99 | 105 | 102 | 109 | 104 | 87 | 98 | 109
O=C(Nc1cccc2c1Oc1ccccc1O2)C(F)(F)F | 107 | 91 | 89 | 83 | 84 | / | 97 | 86
O=C(C1=Cc2cc3ccccc3n2Cc2cnnn21)c1ccc(-c2ccccc2)cc1 | 102 | 111 | 104 | 102 | 100 | 102 | 100 | 107
COc1ccc(/C=N/NC(=O)CN2C(=O)NC3NC(=O)NC32)cc1 (centres undefined) | 100 | 107 | 116 | 111 | 108 | 102 | 106 | 108
COc1ccc(CNc2nccnn2)cc1 | 102 | 99 | 52 | 114 | 96 | 88 | 48 | 108
CC(O)C(=O)NCc1ccccc1 (centres undefined) | 103 | 108 | 96 | 86 | 105 | 93 | 102 | 97
C/C(=N\Nc1ccc(Cl)cc1)c1ccc(NC2=CC(=O)c3ccccc3C2=O)cc1 | 20 | 65 | 60 | / | 33 | 56 | 63 | 46
CC(C)(C)CC(C)(C)c1ccc(O)c(Cl)c1 | 101 | / | 104 | 112 | 100 | 99 | 104 | 111
CCN1CCN(C(=O)[C@]2(C)CC[C@]3(C)CC[C@]4(C)C(=CC(=O)[C@@H]5[C@@]6(C)CC[C@H](O)C(C)(C)[C@@H]6CC[C@]54C)[C@@H]3C2)CC1 | 100 | 95 | / | 85 | 85 | 94 | 78 | 94
CC1(C)CC(=O)C2=C(C1)OC(C(=O)c1ccc(N=[N+]=[N-])cc1)C2c1ccco1 (centres undefined) | 105 | 105 | 104 | 111 | / | 116 | 99 | 115
CCCCCCCCCCCCNC(=O)N[C@H](C(=O)N[C@H]1/C=C/CCNC(=O)/C=C/[C@H](C)NC1=O)C(C)C | -40* | -65* | -23* | -5.1* | / | -67* | -29* | 41

(continued)
canonical_smiles | MDA-MB-435 | HOP-62 | SR | CCRF-CEM | K-562 | MDA-MB-468 | MOLT-4 | RPMI-8226
CCOC(=O)CC(=O)N(c1ccc(OC)cc1)C(C(=O)OC)c1ccccc1 (centres undefined) | 106 | 96 | 95 | 108 | 98 | / | 92 | 107
CCC(C)(C)C(=O)O[C@H]1C[C@@H](C)C=C2C=C[C@H](C)[C@H](CC[C@@H]3CC(SCC(=O)O)CC(=O)O3)[C@H]21 (some centres undefined) | 94 | 109 | / | 87 | 76 | 88 | 91 | 51
Cc1cc[n+](-c2c3c(nc4ccccc24)-c2ccccc2C(C)(C)C3)cc1 | 111 | 107 | / | 95 | / | 83 | 122 | 91
CCN(CC)CCCC(C)Nc1nc(-c2ccccc2)nc2ccccc12 (centres undefined) | 97 | 91 | 88 | 93 | 79 | 99 | 90 | 92
CC1(C(=O)O)CCCN1 (centres undefined) | 105 | 102 | 100 | 103 | 104 | 101 | 95 | 104
CC(=O)CSc1ncnc2nc[nH]c12 | 90 | 85 | 88 | 89 | 83 | 41 | 87 | 77
N#CC1(Nc2ccc(C(=O)O)cc2)CCCC1 | 107 | 119 | 92 | 97 | 96 | 105 | 100 | /
O=C1c2ccccc2-c2c1c1ncccc1c(=O)n2CCCn1ccnc1 | 103 | 88 | 41 | 71 | 71 | 64 | 44 | 83
COc1cc2nc(-c3ccc(NC(=O)/C=C/c4ccc(F)c(F)c4)cc3)sc2c(OC)c1OC | 106 | 113 | 88 | 82 | 89 | 112 | 62 | 90
CC1=C(CCC(C)NCc2ccc(OCCCN3CCCCC3)cc2)C(C)(C)CCC1 (centres undefined) | -94* | -68* | -43* | -40* | -47* | -93* | -42* | -40*
Cc1ccc(Cn2c(C)ccc2C)cc1 | 94 | 91 | 71 | 87 | 98 | 107 | 77 | 87
O=S(=O)(Oc1ccc(-c2ccc3occc3c2)cc1)C1CCCCC1 | 91 | 117 | 63 | 103 | 91 | 79 | 93 | 86

A draw from above in order of SMILES length, rising:
canonical_smiles | MDA-MB-435 | HOP-62 | SR | CCRF-CEM | K-562 | MDA-MB-468 | MOLT-4 | RPMI-8226
N#CC1(Nc2ccc(C(=O)O)cc2)CCCC1 | 107 | 119 | 92 | 97 | 96 | 105 | 100 | /
CCN(CC)CCCC(C)Nc1nc(-c2ccccc2)nc2ccccc12 (centres undefined) | 97 | 91 | 88 | 93 | 79 | 99 | 90 | 92
CCOC(=O)CC(=O)N(c1ccc(OC)cc1)C(C(=O)OC)c1ccccc1 (centres undefined) | 106 | 96 | 95 | 108 | 98 | / | 92 | 107
CC1=C(CCC(C)NCc2ccc(OCCCN3CCCCC3)cc2)C(C)(C)CCC1 (centres undefined) | -94* | -68* | -43* | -40* | -47* | -93* | -42* | -40*
Cc1cc[n+](-c2c3c(nc4ccccc24)-c2ccccc2C(C)(C)C3)cc1 | 111 | 107 | / | 95 | / | 83 | 122 | 91
CCC(C)(C)C(=O)O[C@H]1C[C@@H](C)C=C2C=C[C@H](C)[C@H](CC[C@@H]3CC(SCC(=O)O)CC(=O)O3)[C@H]21 (some centres undefined) | 94 | 109 | / | 87 | 76 | 88 | 91 | 51

Carrying on:
canonical_smiles | MDA-MB-435 | HOP-62 | SR | CCRF-CEM | K-562 | MDA-MB-468 | MOLT-4 | RPMI-8226
O=C(c1ccccc1)N1c2ccccc2CC1c1c[nH]c2ccccc12 (centres undefined) | 97 | 73 | 96 | 93 | 87 | 88 | 66 | 74
O=C1/C(=C\c2ccc(-c3ccc(Cl)cc3)o2)C=C(c2ccc(Cl)cc2)N1Cc1ccccc1 | 101 | 107 | / | 95 | 98 | 102 | 95 | 93
CC1CC(=O)N(CCc2ccccc2)C(=O)C1 | 104 | 104 | 90 | 99 | 97 | 128 | 98 | /
Nc1cc2c(cc1Br)-c1ccc(F)cc1C2O (centres undefined) | 117 | 97 | 118 | 73 | 104 | 112 | 73 | 97
O=C(Nc1ncccc1OCc1ccccc1Cl)Nc1cccc2ccccc12 | 25 | 89 | / | 78 | 37 | 81 | 67 | 91
CC(=O)C(C(C)=O)C1=C(C#N)C(=N)N2C(=NN1)Sc1c(C)ccc(C)c12 | 105 | 98 | 113 | 103 | 107 | 102 | 104 | 102
O=[N+]([O-])c1cc(F)ccc1Nc1cc(F)cc(F)c1 | 104 | 92 | / | 95 | 98 | 100 | 91 | 99
OC(CN1CCCCC1)c1cc(Cl)cc(Cl)c1 (centres undefined) | 101 | 84 | 106 | 97 | 110 | 105 | 103 | 98
CC(=O)OC(C)C(=O)OCC1OC(OC(=O)C(C)OC(C)=O)C(OC(=O)C(C)OC(C)=O)C(OC(=O)C(C)OC(C)=O)C1OC(=O)C(C)OC(C)=O (centres undefined) | 102 | 109 | 99 | 109 | 96 | 95 | 119 | 106
CCc1sc(N)nc1-c1ccccc1 | 113 | 107 | / | 90 | 109 | 104 | 91 | 89
CC(=O)Nc1nc(C)c(-c2csc(Nc3cccc(O)c3)n2)s1 | 103 | 107 | 110 | 103 | 104 | 121 | 105 | 104
CN(C)c1ccc(/C=C2\Cc3cc(F)ccc3C2=O)cc1 | 110 | 68 | 113 | 90 | 96 | 69 | 96 | 98

(cont.)
canonical_smiles | MDA-MB-435 | HOP-62 | SR | CCRF-CEM | K-562 | MDA-MB-468 | MOLT-4 | RPMI-8226
Clc1nc(-c2ccncc2)nc2sc3c(c12)CCCCCC3 | 97 | 109 | 79 | 76 | 86 | 60 | 84 | 99
CCc1ccc(C(=O)/C=C/C23c4ccccc4C(c4ccccc42)C2C(=O)NC(=O)C23)cc1 (centres undefined) | -47* | -4.0* | 0.5* | 0.5* | 8.8* | -16* | 2.0* | -35*
CCOC(=O)NC(=S)C1=C(N2CCOCC2)CCC1 | 103&103 | 96&98 | 95&100 | 95&98 | 101&96 | 107&101 | 104&95 | 99&99
O=C(Nc1ccccc1C(=O)Nc1cccc(S(=O)(=O)C(F)(F)F)c1)c1ccccc1O | 98 | 98 | 78 | 92 | 76 | 76 | 71 | 86
COc1cc(-c2nc(-c3nnc(-c4ccc(F)cc4F)o3)c3ccccn23)cc(OC)c1OC | 96 | 110 | 75 | / | 93 | 104 | 85 | 79
O=C(O)c1cc(Cl)nc2ccccc12 | 111 | 111 | 96 | 90 | 98 | 104 | 101 | 100
Cc1ccc(N=NN(C)N=Nc2ccc(C)cc2)cc1 | 111 | 91 | 109 | 98 | 80 | / | 124 | 107
O=C(O)CNC(=O)c1nc(-c2ccccc2)n(-c2ccc(F)cc2)n1 | 100 | 108 | 118 | 94 | / | 105 | 108 | 108
CC1=NN(c2ccccc2)C(=O)/C1=C/c1cc(=O)oc2ccc3ccccc3c12 | 110 | 57 | 100 | 104 | 98 | 94 | 93 | 101
COc1ccc(C(=O)/C=C/c2ccc3c(c2)OCO3)cc1 | 99 | 98 | 87 | 94 | 106 | 73 | 101 | 85
CN1CCN(C(=O)[C@]2(C)CC[C@]3(C)CC[C@]4(C)C(=C3C2)C=C[C@@H]2[C@@]3(C)CCCNC(C)(C)[C@@H]3CC[C@]24C)CC1 | 101 | 96 | 72 | / | 96 | 94 | 97 | 63
Cn1ncc2c(Nc3ccccc3Cl)nc(Nc3ccccc3Cl)nc21 | 95 | 97 | 52 | 92 | 75 | / | 71 | 104

High-throughput results (PubChem)
